TAG inh – reduces triacylglycerol accumulation in H9c2 cells; Nile Red lipid (TAG) fluorescence; cells loaded with 200 µM oleic acid; inhibition, % at 12.5 µM; actives 0.66% (n = 230,000); AID 651582;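 active = pattern-corrected inhibition of lipid staining of at least 50% with the nuclear-stain viability signal not falling by more than 50%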;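 note: 0% = DMSO wells and 100% = triacsin C control wells; some results filed as inactive read as strong as hits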
TAG inh DAPI viability – further read-out of TAG inh, marked with its call; DAPI nuclei signal change (viability), lower = more cytotoxic, %;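 whole-well DAPI fluorescence read on a plate reader as a viability signal; minus 50 percent equals half of cells still viable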
An asterisk follows results filed as active. Only part of the results is shown; rates above refer to the full screens.

SMILES | TAG inh | TAG inh DAPI viability
CCOC(=O)c1c(NC(=O)CC2SC(N)=NC2=O)sc(C)c1C (configuration not stated) | -4 | 6
O=C(Nc1ccc(S(=O)(=O)N2CCC(C(=O)NC3CCCCC3)CC2)cc1)c1ccco1 | 0 | 1
N[C@@H](Cc1ccc(O)cc1)c1nnc([C@H](CC(=O)O)NC(=O)C2CCNCC2)o1 | -17 | 7
CCCCC/C(=N\NC(=O)Nc1ccccc1)c1ccccc1 | 8 | -9
O=C(COC(=O)COc1ccc(Cl)cc1Cl)NC1CCS(=O)(=O)C1 (configuration not stated) | 6 | 5
COc1ccc(CCNC(=O)C2CCN(S(=O)(=O)c3cnc[nH]3)CC2)cc1OC | -12 | 11
COC(=O)c1ccc(OCC(O)CN2CCC(C)CC2)cc1 (configuration not stated) | 25 | -14
COc1cc(C(=O)OCC(=O)NC2CC2)cc(OC)c1OC | -8 | 1
CC(=O)Oc1ccccc1C(=O)O | 9 | -9
Cc1cc(NC(=O)c2ccccc2)sc1C | -5 | -9
COc1ccc(C(=O)Cn2c(N3CCCCC3)nc3c2c(=O)n(C)c(=O)n3C)cc1OC | -15 | 10
CCCOc1ccc(S(=O)(=O)NCc2ccc(OC)cc2)cc1 | -14 | 16
CC(=O)NC(c1ccco1)c1cc(Cl)c2ccc(Cl)nc2c1O (configuration not stated) | 8 | -5
CCOC(=O)[C@@H]1[C@H]2COc3ccc(Br)cc3[C@@H]2N2C(=O)N(c3ccc(C(F)(F)F)cc3)C(=O)[C@]12C | 26 | -1
CN(C)/C=N/c1nc2nccc(-c3cccnc3)n2n1 | 1 | 7
CC(=O)C1=C(N2CCCCC2)CCC1=O | -13 | 9
Nc1ccc(S(=O)(=O)Nc2nc(-c3ccccc3)cc(-c3ccccc3)n2)cc1 | 4 | -1
COc1ccc(C)cc1NC(=O)CN(c1ccccc1)S(C)(=O)=O | -4 | 12
Cc1cccc(CNc2ncnc3ccc(-c4ccoc4)cc23)c1 | 7 | 2
Cc1ccc(C)c(SCC(=O)N(C)C2CCS(=O)(=O)C2)c1 (configuration not stated) | 6 | 1
COc1ccc(-c2cc(C(=O)NN3CCOCC3)c3ccccc3n2)cc1OC | 17 | -7
CCOc1ccc(NC(=O)CN(C)C(=O)c2ccccc2SCc2c(C)noc2C)cc1OCC | 8 | -7
Cc1cccc(-n2ncc3c(NNC(=O)c4ccco4)ncnc32)c1 | -2 | 3
O=C(Nc1ccc(F)cc1)c1nc[nH]c1C(=O)Nc1ccc([N+](=O)[O-])cc1 | 19 | -2
CCCN1CCN(CCCNC(=O)c2cc3c(=O)[nH]c4ccc(C)cc4c3s2)CC1 | 32 | 60
CC(Oc1ccccc1)C(=O)Nc1nnc(C2CCCCC2)s1 (configuration not stated) | -12 | 0
CCC(C)N(C(=O)Cn1nnc(-c2ccc(F)cc2)n1)C1CCS(=O)(=O)C1 (configuration not stated) | 10 | 0
O=C(Nc1cccnc1)c1cc2nc(C3CC3)cc(C(F)(F)F)n2n1 | 12 | 14
CC1CC(C)CN(S(=O)(=O)c2ccc(C(=O)Nc3sccc3C(N)=O)cc2)C1 (configuration not stated) | -8 | 0
COc1ccc(CN(C2CCCC2)S(=O)(=O)c2ccc(-n3cnnn3)cc2)cc1 | 15 | -14
Cc1ccc(C)c2sc(NC(=O)CN3C(=O)CCC3=O)nc12 | -1 | -2
CCOC(=O)CN(c1sc(C)c(C)c1C(=O)OCC)S(=O)(=O)c1ccc(C)cc1 | -32 | -10
OCCNC(=S)NCc1ccccc1 | 4 | 3
COc1ccc(N2CCN(C(CNC(=O)C(=O)NCc3cccnc3)c3ccco3)CC2)cc1 (configuration not stated) | 0 | -6
Cc1cc(C)cc(NC(=O)CSc2nnc(CNC(=O)c3cccs3)o2)c1 | -3 | -3
Cc1csc2ncnc(N3CCN(C(=O)Nc4ccc(OC(F)(F)F)cc4)CC3)c12 | -9 | 5
CN(C(=O)C1CCN(S(=O)(=O)c2cccs2)CC1)c1ccccc1 | -20 | -8
C[C@H]1C[C@H]2[C@@H]3CCC4=CC(=O)C=C[C@]4(C)[C@@]3(Cl)[C@@H](O)C[C@]2(C)[C@@]1(O)C(=O)CO | 38 | 13
COC(=O)N1CC(C)N(C(=O)OC)CC1C (configuration not stated) | 6 | -14
CCOC(=O)/C(=N\Nc1ccc(C(C)=O)cc1)c1csc(Nc2ccccc2)n1 | 15 | 18
CCn1nnc(NC(=O)c2ccc([N+](=O)[O-])o2)n1 | 81 | -65
O=C(OC1CCCCC1=O)c1ccc(F)c(S(=O)(=O)N2CCOCC2)c1 (configuration not stated) | 18 | -1
C[C@]12c3[nH]c4ccc(Cl)cc4c3CCN1C(=O)[C@@H](CC(=O)NCCCn1ccnc1)C[C@@H]2C(=O)N1CCCCC1 | 11 | 10
COc1ccc(C(=O)NCC(=O)OCCCOC(=O)CNC(=O)c2ccc(OC)c(OC)c2)cc1OC | 6 | -3
CCCN(CC(=O)Nc1ccccc1C)C(=O)c1cccc(S(=O)(=O)N2CCc3ccccc3C2)c1 | -4 | 0
O=C/C(=C\Nc1ccc(S(=O)(=O)CCO)cc1)c1nc2cc(Cl)ccc2o1 | 21 | -4
O=C(O)/C=C\C(=O)O | -15 | 5
CCc1cccc(C)c1NC(=O)COC(=O)C1CCN(S(=O)(=O)c2ccccc2)CC1 | -3 | -3
CN(CC(=O)Nc1ccc(Cl)cc1F)C1CCS(=O)(=O)C1 (configuration not stated) | -15 | 4
CCOc1cc(NC(=O)c2ccco2)c(OCC)cc1NC(=O)Cc1cccc(OC)c1 | 34 | -18
COC(=O)c1ccccc1NC(=O)c1ccnn1C | 8 | 0
C=C(C)CSc1nnc2n(C)c(=O)c3c4c(sc3n12)CCC4 | -18 | 12
Cc1cc(C)c(C)c(S(=O)(=O)NCc2ccc(C(=O)N3CCCC3)cc2)c1C | -4 | -6
O=C(Nc1cccc(S(=O)(=O)NC2=NCCC2)c1)c1cnc(Cl)c(Cl)c1 | 2 | 0
O=C(NNC(=O)c1cc(OCC(F)(F)F)ccc1OCC(F)(F)F)c1cccc(C(F)(F)F)c1 | 11 | 6
O=C(CC1NCCN(Cc2ccccc2)C1=O)Nc1ccccc1 (configuration not stated) | -6 | 0
COc1ccc(S(=O)(=O)N(CC(=O)NC2CC2)c2ccc(C)cc2)cc1 | 10 | -13
CCOC(=O)c1ccc(-c2ccc(C3Nc4ccccc4C(=O)N3O)o2)cc1 (configuration not stated) | 13 | 6
Cc1ccc(Cn2ccnc2C(=O)Nc2ccccc2)cc1 | -7 | -3
Cc1[nH]c(=S)[nH]c(=O)c1CCOc1ccccc1 | 4 | -1
Remaining list, next part
SMILES | TAG inh | TAG inh DAPI viability
Cc1ccc(NC(=O)c2cc(-c3ccccc3)nn2-c2ccccc2)c(Br)c1 | 0 | 10
COc1ccc(CNC(=O)CN2C(=O)NC3(CCCc4sccc43)C2=O)cc1OC (configuration not stated) | -7 | -5
CC(=O)Nc1ccc(S(=O)(=O)N2CC3(C)CC2CC(C)(C)C3)cc1 (configuration not stated) | -2 | 4
COc1ccc(CNC(=O)C2CC(=O)N(c3ccc(OCC(=O)N4C(C)CCCC4C)cc3)C2)cc1 (configuration not stated) | 22 | -10
Oc1ccccc1/C=N/Nc1nn[nH]n1 | -5 | 7
Cc1nnc(Cc2ccccc2)c2n[nH]c(C)c12 | -15 | -1
CCn1nc(C(=O)OCC(=O)N(CC(C)C)c2c(N)n(Cc3ccccc3)c(=O)[nH]c2=O)c2ccccc2c1=O | 7 | 0
CCN(Cc1nc2ccccc2c(=O)[nH]1)C(=O)CN1C(=O)NC2(CCCCC2C)C1=O (configuration not stated) | 10 | -3
CCCNC(=O)c1cc(C2CCCN(S(=O)(=O)c3ccccc3)C2)on1 (configuration not stated) | -5 | -5
COc1cccc(C2C(C#N)=C(N)OC3=C2C(=O)CC(c2ccco2)C3)c1OCc1ccc(F)cc1 (configuration not stated) | 5 | 0
CC(Oc1ccccc1F)C(=O)NNC(=O)C1CC(=O)N(c2ccc3c(c2)OCCO3)C1 (configuration not stated) | -13 | 17
Oc1cccc(C(=S)N2CCCCC2)c1 | -3 | -11
COc1cc(SC)ccc1C(=O)NC1CCCCC1 | -2 | 1
CS(=O)(=O)c1ccc(CNC(=O)C2(C(F)(F)F)C/C(=C\Cc3ccccc3)CCCO2)cc1 (configuration not stated) | -6 | 1
CC1(C(=O)Nc2ccc(F)c(Cl)c2)Cc2c(-c3cccc(C(N)=O)c3)ccnc2O1 (configuration not stated) | -2 | -7
Cc1cc(C)n2c(Br)c(CSc3nc4ccccc4o3)nc2n1 | -6 | 7
CC(=O)Oc1c(C)c2c3c(c1OC(C)=O)[C@@H](C)CC[C@@H]3[C@@H](C)C[C@H]2C=C(C)C | -2 | 9
COc1cc(NC(=O)CSc2ccc(-c3ccco3)nn2)cc(OC)c1 | -5 | -4
COC(=O)CSc1nc(SCc2ccc(C)cc2)nc2c1CCCC2 | 13 | -3
COc1ccc(OC)c(C(=O)COC(=O)COc2ccccc2F)c1 | -7 | 0
Cc1cc(NC(=O)c2ccccc2Cl)n(C(C)(C)C)n1 | -10 | 13
Cc1ccnc(NC(c2cccnc2)c2ccc3cccnc3c2O)c1 (configuration not stated) | 49 | -25
CC(=O)C1(C)N(O)C(C)(C)C(c2ccco2)=[N+]1[O-] (configuration not stated) | -6 | 4
COc1ccccc1N(C(C)=O)C1=C(Cl)C(=O)c2ccccc2C1=O | 30 | -29
Cc1ccc(Oc2ncccc2N)c2c1CCC2 | -4 | -1
COc1ccc(C(=O)N2CCC(n3nnc4cc(F)ccc43)CC2)cc1OC | 12 | -8
COc1ccc(CC(=O)Nc2ccc(S(=O)(=O)N(C)C)cc2)cc1OC | 8 | 3
CC(=O)N1c2ccc(S(=O)(=O)N3CCCC(C(=O)Nc4ccc(C)cc4)C3)cc2CC1C (configuration not stated) | -15 | 5
COc1ccc(/C=N/Nc2nc(C)cc(-c3ccccc3)n2)c(OC)c1 | 29 | -10
C=CCN1C(c2cccc(C(F)(F)F)c2)=CS/C1=C(\C#N)c1nnc(N2CCOCC2)n1-c1ccccc1 | -2 | -4
CC(C)=C1C2CCC1C(C(=O)Nc1sc(C)c(-c3ccc(C(C)C)cc3)c1C(N)=O)C2C(=O)O (configuration not stated) | -7 | -1
Cc1cccc(NC(=S)NC23CN4CN(CN(C4)C2)C3)c1C | -23 | 1
Cc1cnc(C(=O)Nc2nnc(C)s2)cn1 | 1 | -5
CCn1cc(C(=O)NC2CCCCC2C)c(=O)c2ccc(C)nc21 (configuration not stated) | 2 | 5
CCOc1ccc2nc(NC(=O)c3cc([N+](=O)[O-])ccc3N3CCOCC3)sc2c1 | 33 | 9
O=C(COC(=O)c1cc([N+](=O)[O-])ccc1NCCO)Nc1cccc(S(=O)(=O)N2CCCC2)c1 | -34 | 5
Nc1ncnc(N)c1NC(=O)c1ccc(OCc2ccccc2)cc1 | -12 | 2
CCOc1ccccc1NC(=S)N1CCN(c2nc(-c3ccc(F)cc3)cs2)CC1 | -6 | 7
Cc1c(C(=O)NCc2ccccc2C(F)(F)F)sc(=O)n1Cc1ccc(S(=O)(=O)N(C)C)cc1 | -33 | -15
CC(=O)Oc1ccc(Nc2ccccc2)cc1 | -8 | -5

5 structures out of the list, arranged by number of heavy atoms, descending:
SMILES | TAG inh | TAG inh DAPI viability
O=C(COC(=O)c1cc([N+](=O)[O-])ccc1NCCO)Nc1cccc(S(=O)(=O)N2CCCC2)c1 | -34 | 5
COc1ccc(C(=O)N2CCC(n3nnc4cc(F)ccc43)CC2)cc1OC | 12 | -8
COc1ccc(CC(=O)Nc2ccc(S(=O)(=O)N(C)C)cc2)cc1OC | 8 | 3
Cc1cccc(NC(=S)NC23CN4CN(CN(C4)C2)C3)c1C | -23 | 1
CC(=O)Oc1ccc(Nc2ccccc2)cc1 | -8 | -5

The list continues:
SMILES | TAG inh | TAG inh DAPI viability
Cc1cc(C)n(C(=O)c2ccc(C)o2)n1 | 19 | -17
CC(=NOC(=O)c1ccc(Cl)cc1)c1nccs1 | 5 | -2
Cc1[nH]n(-c2ccc([N+](=O)[O-])cc2)c(=O)c1C=NCCN1CCN(C(=O)c2ccccc2)CC1 | -4 | 1
CC(=O)C1CCC2C(CCC3=CC(=O)CCC32)C1 (configuration not stated) | -1 | -11
Cc1[nH]c(=O)c(C#N)c2c1COC(C)(C)C2 | 12 | 4
Cn1c(=O)n(C)c2cc(S(=O)(=O)N3CCN(c4ccccc4)CC3)ccc21 | -1 | -3
Cc1c(CCOC(=O)c2cc([N+](=O)[O-])cc([N+](=O)[O-])c2)sc[n+]1CC(=O)c1ccccc1 | 11 | -1
CCCn1c(-c2ccccc2)cc(SC)c(C#N)c1=O | 11 | -1
CN(Cc1nc2ccc(F)cc2[nH]1)C(=O)C1CCC(=O)N(C2CC2)C1 (configuration not stated) | 20 | -2
COC1CCN(Cc2cn(Cc3ccccc3)nc2-c2cc3ccccc3o2)CC1 | 4 | 17

Grouped by structure, those above containing an NH in an aromatic ring.
SMILES | TAG inh | TAG inh DAPI viability
COc1ccc(CCNC(=O)C2CCN(S(=O)(=O)c3cnc[nH]3)CC2)cc1OC | -12 | 11
O=C(Nc1ccc(F)cc1)c1nc[nH]c1C(=O)Nc1ccc([N+](=O)[O-])cc1 | 19 | -2
CCCN1CCN(CCCNC(=O)c2cc3c(=O)[nH]c4ccc(C)cc4c3s2)CC1 | 32 | 60
C[C@]12c3[nH]c4ccc(Cl)cc4c3CCN1C(=O)[C@@H](CC(=O)NCCCn1ccnc1)C[C@@H]2C(=O)N1CCCCC1 | 11 | 10
Cc1[nH]c(=S)[nH]c(=O)c1CCOc1ccccc1 | 4 | -1
Oc1ccccc1/C=N/Nc1nn[nH]n1 | -5 | 7
Cc1nnc(Cc2ccccc2)c2n[nH]c(C)c12 | -15 | -1
CCn1nc(C(=O)OCC(=O)N(CC(C)C)c2c(N)n(Cc3ccccc3)c(=O)[nH]c2=O)c2ccccc2c1=O | 7 | 0
CCN(Cc1nc2ccccc2c(=O)[nH]1)C(=O)CN1C(=O)NC2(CCCCC2C)C1=O (configuration not stated) | 10 | -3
Cc1[nH]n(-c2ccc([N+](=O)[O-])cc2)c(=O)c1C=NCCN1CCN(C(=O)c2ccccc2)CC1 | -4 | 1
Cc1[nH]c(=O)c(C#N)c2c1COC(C)(C)C2 | 12 | 4
CN(Cc1nc2ccc(F)cc2[nH]1)C(=O)C1CCC(=O)N(C2CC2)C1 (configuration not stated) | 20 | -2
